GSK3A inh = inhibitors of human GSK-3 alpha kinase; P49840; ADP-Glo luminescence, 60 min; inhibition, % at 10 µM; hit rate 0.1% among 320,000; AID 2650;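 in the data active = inhibition above about 50%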;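 note: GST-tagged GSK-3 alpha with peptide substrate and 25 µM ATP; 0% = DMSO neutral wells and 100% = GW8510 positive control wells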
Target sequence (P49840 whole entry, looked up): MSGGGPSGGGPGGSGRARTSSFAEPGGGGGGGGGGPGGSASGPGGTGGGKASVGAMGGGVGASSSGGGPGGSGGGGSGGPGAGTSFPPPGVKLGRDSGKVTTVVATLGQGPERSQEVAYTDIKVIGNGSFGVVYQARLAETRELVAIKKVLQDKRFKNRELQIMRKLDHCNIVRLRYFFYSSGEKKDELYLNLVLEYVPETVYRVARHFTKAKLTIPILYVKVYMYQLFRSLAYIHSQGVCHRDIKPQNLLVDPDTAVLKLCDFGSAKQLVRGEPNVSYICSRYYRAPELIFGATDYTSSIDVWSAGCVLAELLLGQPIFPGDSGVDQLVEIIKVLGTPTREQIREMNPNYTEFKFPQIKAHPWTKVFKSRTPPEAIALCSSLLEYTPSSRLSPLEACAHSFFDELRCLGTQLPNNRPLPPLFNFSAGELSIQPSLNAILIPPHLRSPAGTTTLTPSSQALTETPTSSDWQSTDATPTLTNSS
KLF5 inhibitor = kruppel-like factor 5 inhibition | DLD-1 KLF5 promoter-luciferase reporter, luminescence | hit rate 0.23% among 290,000 | inhibition, % at 5 µM;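 active = inhibition above a per-plate limit of that plate's mean compound inhibition plus 3 SD, cut at about 60% in these data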;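 note: 0% = DMSO wells and 100% = LY294002 at 200 µM; higher means less KLF5 promoter-driven luciferase light; inactives centre near -14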
AI-2 QS modul = Vibrio harveyi AI-2 quorum sensing modulation | Vibrio harveyi JMH597 AI-2 luminescence/OD600 ratio, 9 h; active compounds read low; strain lacks LuxN and CqsS sensors; 0 = neutral-control median | activity change, % at 7.5 µM | hit rate 0.4% among 300,000 | AID 2094; in the data active = activity change below about -75%, passing the limit was not always enough; inconclusive = no clear call, values can overlap the other calls;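 note: luminescence divided by OD600 gain over 9 h not by final OD600 alone; inactives centre near 13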
HSP90 inh = blocks HSP90-mediated luciferase refolding in reticulocyte lysate; AID 1789; hit rate 0.91% among 290,000; Rabbit reticulocyte lysate, luciferase refolding luminescence, 3 h; inhibition, % at 5.6 µM;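 active = inhibition above the screen-wide mean plus 3 SD, computed separately per campaign, cut at about 16% in these data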;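 note: 0% = DMSO wells and 100% = 60 µM geldanamycin wells; inhibitors lower the luminescence because luciferase stays unfolded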
aSyn UTR inh = MLPCN primary screen, SNCA 5' untranslated region; inhibition, % (tested at 7.5 µM); hit rate 0.82% among 300,000; alpha-synuclein 5'UTR reporter, inhibitor activity; AID 1813; in the data active = inhibition above about 60%; inconclusive = no clear call, values can overlap the other calls;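 note: H4 neuroglioblastoma cells stably carrying SNCA 5'UTR luciferase fusion; 0% = DMSO wells and 100% = positive control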
HIF act = HIF pathway transcriptional activation | U2OS HRE-luciferase reporter, luminescence; normalized: DMSO 0%, desferrioxamine 100% | hit rate 0.32% among 300,000 | activation, % at 7.5 µM (by protocol) | AID 1910;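 active = mean activation of at least 10% of the iron chelator positive control signal, with at least half of replicates also reaching 10%; inconclusive = mean and replicate majority disagree about reaching 10%; inactive = mean and most replicates under 10%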
HSF1 inh = HSF1 inhibition. hit rate 0.77% among 300,000. NIH3T3-HGL HSE-luciferase, MG132-induced, luminescence 8 h; active compounds read low. activity change, negative = inhibition, % at 7.5 µM (by protocol);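 active = more than half of replicate wells show activity change below -50%, luminescence cut by over half; inconclusive = some wells, but at most half, below -50%; inactive = no replicate well below -50%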;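 note: luciferase reports HSF-1 transcriptional activity via heat shock element; 0% = median of DMSO wells and -100% = zero luminescence signal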
HSF-1 act = increases HSF-1 driven luciferase reporter signal | NIH3T3-HGL HSF-1 luciferase reporter, MG132, 8 h; 100% = twice DMSO control signal | activation, % at 9 µM | hit rate 1.7% among 300,000 | AID 504408;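 active = mean replicate activation of at least 50% with a set share of replicates each reaching 50%; inconclusive = only one of those two conditions met; inactive = mean below 50% and too few replicates reaching it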;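 note: 0% = median of the neutral control wells and 100% = twice that signal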
GSK3beta inhib = blocks human GSK3beta kinase activity; P49841; GST-GSK3beta kinase, ADP-Glo luminescence, 60 min; active compounds read low; activity score (negative = inhibition), % at 10 µM; hit rate 0.038% among 300,000; AID 2097;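 active = more than half of replicate wells score below -50%, meaning over 50% inhibition versus plate controls; inconclusive = some replicates but at most half score below -50%; inactive = no replicate scores below -50%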;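 note: 0% = median DMSO wells and -100% = median GW8510 positive control wells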
Target sequence (P49841 whole entry, looked up): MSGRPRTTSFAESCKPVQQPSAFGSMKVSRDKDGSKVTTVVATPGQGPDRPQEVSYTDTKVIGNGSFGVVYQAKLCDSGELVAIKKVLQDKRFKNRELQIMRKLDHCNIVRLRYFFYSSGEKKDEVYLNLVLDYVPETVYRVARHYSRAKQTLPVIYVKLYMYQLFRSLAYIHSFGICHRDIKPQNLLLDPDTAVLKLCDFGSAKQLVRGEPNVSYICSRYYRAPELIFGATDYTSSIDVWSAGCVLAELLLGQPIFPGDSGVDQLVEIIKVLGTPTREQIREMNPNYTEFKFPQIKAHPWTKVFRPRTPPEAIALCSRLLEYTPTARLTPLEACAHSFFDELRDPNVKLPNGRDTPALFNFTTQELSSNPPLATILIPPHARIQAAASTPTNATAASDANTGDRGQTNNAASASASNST
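Test system: GST-tagged human GSK3beta kinase, cell-free; evaluation: activity score scaled between in-plate DMSO and GW8510 controls; measured by: ADP-Glo luminescence; incubation: 60 min reaction, RT; benchmarks: DMSO and 20 µM GW8510; reagent: peptide substrate plus 25 µM ATP (final); medium: Tris/MgCl2 kinase buffer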
IEC-6 tox = kills IEC-6 intestinal cells in KLF5 counter-screen. IEC-6 cytotoxicity, luminescence viability. inhibition, % at 5 µM. hit rate 0.78% among 290,000. AID 1825; in the data active = inhibition above about 22%;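 note: 0% = plate median of test compound wells and 100% = cytotoxic reference compound wells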
The depositor's hits bear a star; ? = inconclusive; / = not tested or not shown.

SMILES	GSK3A inh	KLF5 inhibitor	AI-2 QS modul	HSP90 inh	aSyn UTR inh	HIF act	HSF1 inh	HSF-1 act	GSK3beta inhib	IEC-6 tox
Nc1nc(-c2ccc3c(c2)OCCO3)cs1	1	-86	32	1	-86	-0.2	-14	-18	-6	5
O=C(NNC(=S)Nc1ccc(Cl)cc1Cl)C1CC1	4	-27	17	-6	-15	0.3	-2	8	3	-1
NC(N)=N/N=C/c1ccccc1Cl	1	15	7	-2	-5	0.0	-6	-4	1	6
COCCCNC(=O)Cn1nnc(-c2ccccc2NC(=O)c2ccccc2F)n1	-6	-4	8	-3	6	-0.1	-4	-5	0	4
Cc1nc2c(C(=O)NCc3ccccc3)c[nH]n2c(=O)c1Cl	-2	20	14	-3	-26	-0.1	2	8	4	-3
Cn1c(N2CCCC2)nc2c1c(=O)n(Cc1ccc(F)cc1)c(=O)n2C	-1	-10	9	-1	38	-0.7	-8	0	0	-4
Cn1c(SCC(=O)NCc2ccccc2)nc2c([nH]c3ccccc32)c1=O	/	-11	15	3	-25	0.0	14	22	-7	-2
CC1CCCCC1NC(=O)NC(=O)CCl (stereo unspecified)	1	14	6	4	-27	-1.0	2	17	0	-9
CC(=O)Nc1ccc(NC(=O)CSCCc2ccccn2)cc1	-2	-6	40	2	10	0.0	2	-7	4	12
N#Cc1c(N)n(CCOC(=O)c2cccc([N+](=O)[O-])c2)c2nc3ccccc3nc12	1	9	11	2	10	-0.4	4	38	-1	-7
Cc1sc2nc(SCc3nc4ccccc4[nH]3)n(Cc3ccco3)c(=O)c2c1C	0	-18	7	1	-10	1.6	25	10	-2	0
Cc1c(Cl)cccc1NC(=O)CC1Sc2ccccc2NC1=O (stereo unspecified)	-3	-7	20	-2	1	-7.4	-5	4	-2	3
Cc1ccc(C)c(NC(=O)CN(C)C(=O)c2ccncc2)c1	1	-9	18	0	-8	-0.6	-6	-15	-1	6
CC(C)(C)NCc1cc2ccccc2[nH]c1=O	-1	-14	-6	3	-11	-0.1	-5	-2	1	-4
COc1cccc(OC)c1C(=O)Nc1sc2c(c1C(N)=O)CCN(Cc1ccccc1)C2	-4	-4	19	-1	-8	0.0	-2	2	-1	7

An excerpt from above in order of heavy-atom count, lowest first.
SMILES	GSK3A inh	KLF5 inhibitor	AI-2 QS modul	HSP90 inh	aSyn UTR inh	HIF act	HSF1 inh	HSF-1 act	GSK3beta inhib	IEC-6 tox
CC1CCCCC1NC(=O)NC(=O)CCl (stereo unspecified)	1	14	6	4	-27	-1.0	2	17	0	-9
Cn1c(N2CCCC2)nc2c1c(=O)n(Cc1ccc(F)cc1)c(=O)n2C	-1	-10	9	-1	38	-0.7	-8	0	0	-4
Cn1c(SCC(=O)NCc2ccccc2)nc2c([nH]c3ccccc32)c1=O	/	-11	15	3	-25	0.0	14	22	-7	-2

(list continues)
SMILES	GSK3A inh	KLF5 inhibitor	AI-2 QS modul	HSP90 inh	aSyn UTR inh	HIF act	HSF1 inh	HSF-1 act	GSK3beta inhib	IEC-6 tox
COc1cc2c(cc1OC)-c1nnc(-c3cccs3)n1C(C)(C)C2	1	12	44	1	29	-0.2	-2	-3	1	3
CC(=O)Nc1ccc(S(=O)(=O)N2CCN(C(=O)c3ncoc3-c3cccc(C)c3)CC2)cc1	-3	-31	16	-4	4	-1.0	2	9	4	-2
COc1ccc(NS(=O)(=O)c2ccc(Cl)c(NC(=O)c3cccnc3Cl)c2)cc1	-3	-5	31	4	5	-4.3	-3	10	3	1
Cc1cc(NC(=O)CSCC(=O)NCc2cccc(C(F)(F)F)c2)no1	-1	/	11	/	8	-0.3	-3	7	1	/
COc1ccc(N2C(=O)c3ccccc3NC23CCCCC3)cc1	-1	-35	-31	12	-76	1.5	16	22	-2	0
COc1ccc(CCNC(=O)Cn2cnc3c(nnn3Cc3ccccc3F)c2=O)cc1OC	-1	-10	34	1	36	/	-2	3	-3	-4
CN1CCN(C(c2cccc(C(F)(F)F)c2)c2nnnn2Cc2ccccc2)CC1 (stereo unspecified)	-1	-2	12	5	12	0.1	-1	-5	1	8
CCc1ccc(-c2nc(SCC(=O)NC3CC3)n[nH]2)cc1	4	/	/	/	-17	0.3	7	2	/	/
N/C(=N\OS(=O)(=O)c1cccc([N+](=O)[O-])c1)c1ccncc1	-4	-37	7	-1	19	0.1	-5	3	2	-12
O=C(CCn1c(=O)c2ccccc2n(CC(=O)N2CCN(c3ccccc3)CC2)c1=O)NCc1ccco1	-1	11	21	1	12	-1.9	-1	-2	-20	-6
CC(C)CC(=O)CN1C(=O)C2(OCCO2)c2ccccc21	1	-11	2	0	12	-0.3	-7	-1	2	9
O=C(Nc1cccnc1)c1ccc2ccccc2c1O	/	-129	3	10	-137	2.8	5	-1	-21	2
O=C(N/N=C/c1sc(N2CCOCC2)nc1-c1ccccc1)c1ccccc1Cl	0	-49	3	-2	14	-0.1	-4	-13	1	-4
Cn1c(-c2ccc(C=O)s2)nc2ccccc21	1	-91	17	-5	-123	1.3	19	28	-1	-2
CC(=O)c1ccc(NS(=O)(=O)Cc2ccccc2)cc1	0	-19	3	1	11	-0.3	14	10	-1	-1
COc1cc(CCC(=O)OCC(=O)Nc2ccc(Br)cc2F)cc(OC)c1OC	-5	1	15	-3	4	-0.9	0	0	0	-4
O=C(NCc1ccc(Cl)s1)C1CCC(=O)N(CCc2cccc(F)c2)C1 (stereo unspecified)	-4	-52	15	-6	18	-0.3	-5	7	2	4
CCOc1ccccc1NC(=O)COC(=O)c1cc[n+]([O-])cc1	3	-8	19	-2	2	-0.3	-1	10	-2	4
CCN(CC)C(=O)Oc1ccc(Br)c2ccccc12	-4	-42	41	1	24	-0.2	1	-2	-4	-1
COc1ccc(OC)c(/C=C/C(=O)N2CCCc3ccccc32)c1	0	-36	-11	3	6	-0.1	11	5	0	2
CN1Cc2cccc3c2C(Cc2ccccc2S3)C1 (stereo unspecified)	1	-5	12	-4	9	-0.2	0	0	-4	-7
CCc1nc(OCc2ccco2)c2sc3nc4c(cc3c2n1)COC(C)(C)C4	0	14	7	16*	/	/	/	/	-4	1
Cc1occc1C(=O)N/N=C/c1ccccn1	1	-67	16	3	-84	0.8	/	/	-1	10
Cc1cc(OCC(=O)NC2CC2)c2c(C)c(C)c(=O)oc2c1	0	-24	8	-7	2	-0.2	5	5	1	-8
Cc1cc(NC(=S)Nc2cccc3ccccc23)n[nH]1	34	-34	18	2	-52	6.0	15	26	0	8
Cc1cc([N+](=O)[O-])cnc1Sc1nccn1C	-3	-5	13	2	-16	0.3	-7	-10	0	-1
N/C(=N\OC(=O)CCC1CCCCC1)c1ccc([N+](=O)[O-])cc1	-1	-19	8	2	-40	0.6	2	12	-3	2
Cc1c(OC(C)C(=O)NCCCN2CCOCC2)ccc2c3c(c(=O)oc12)CCCC3 (stereo unspecified)	-2	-30	9	-4	-4	-0.4	0	8	3	6
COCCn1c(=O)[nH]c2cc(C(=O)N3CCN(c4cccc(C(F)(F)F)c4)CC3)ccc2c1=O	0	-2	15	-2	-7	0.5	0	9	1	6
C/C(=N/NC(=O)c1ccc(Br)s1)c1cccnc1	9	-65	14	-1	-50	-0.4	-6	5	-6	6
COc1ccc(-c2nnc(Nc3nc4c(OC)cccc4s3)o2)c(OC)c1	-4	-13	10	-1	20	2.3	46	60*	0	11
CCOc1ccc(S(=O)(=O)Nc2ccccc2C(=O)NCC2CCCO2)cc1 (stereo unspecified)	2	-8	16	0	-2	0.0	-1	-3	1	-9
CCOC(=O)c1oc2ccccc2c1NC(=O)C1CCCCC1	1	-47	15	-1	9	-0.3	-3	-5	-4	-4
O=C(CSCc1ccccc1)Nc1ccc2c(c1)OCO2	0	-90	-1	4	-154	3.6	14	-5	1	-1
O=C(NNC(=O)C1CCN(c2ncccn2)CC1)c1ccccc1	0	-13	5	-4	16	1.0	6	14	1	0
COc1cccc(/C=N/Nc2ccc([N+](=O)[O-])cc2)c1O	-3	-163	0	0	-150	1.3	18	?	2	4
O=C(Cc1ccc(-n2c(=O)c3sccc3n(CC(=O)Nc3ccccc3)c2=O)cc1)NCc1ccco1	0	-19	6	1	11	-0.3	-4	5	0	-7
O=C(Nc1ccccn1)c1ccc2c(c1)OCO2	3	-82	6	1	-27	3.3	6	16	-3	4
Cc1cc(/C=C(\C#N)C(=O)O)c(C)n1-c1ccc(Br)cc1	1	-16	46	0	-15	0.7	3	22	2	1
COc1nc(Nc2ccc(C(C)=O)cc2)nc(OC)n1	-1	-12	3	10	-18	0.3	-2	13	4	-4
CC(=O)NCCNc1nc2c(-c3cccc(C)c3)nnn2c2ccccc12	5	-1	-3	-1	-57	1.1	1	7	0	-1
Cc1cc(CNC(=O)COc2cc(F)ccc2[N+](=O)[O-])c2ccccc2n1	8	1	8	1	-1	0.2	-2	-9	1	5
COc1ccc(C2=NOC(Cn3c(Cc4ccc(Cl)cc4)nc4c3c(=O)n(C)c(=O)n4C)C2)cc1 (stereo unspecified)	0	-16	23	0	37	0.1	9	10	3	0
CNc1nc(N)c([N+](=O)[O-])c(NCC2CCCO2)n1 (stereo unspecified)	47	-22	-9	7	22	0.1	-8	-13	-27	-3
COc1ccc(CC(=O)Nc2ccc(/C(C)=N/NC(=O)c3cccc([N+](=O)[O-])c3)cc2)cc1	-1	-4	13	3	-32	0.3	4	-9	0	4

Structures shown so far that contain a Cl atom (9):
SMILES	GSK3A inh	KLF5 inhibitor	AI-2 QS modul	HSP90 inh	aSyn UTR inh	HIF act	HSF1 inh	HSF-1 act	GSK3beta inhib	IEC-6 tox
O=C(NNC(=S)Nc1ccc(Cl)cc1Cl)C1CC1	4	-27	17	-6	-15	0.3	-2	8	3	-1
NC(N)=N/N=C/c1ccccc1Cl	1	15	7	-2	-5	0.0	-6	-4	1	6
Cc1nc2c(C(=O)NCc3ccccc3)c[nH]n2c(=O)c1Cl	-2	20	14	-3	-26	-0.1	2	8	4	-3
CC1CCCCC1NC(=O)NC(=O)CCl (stereo unspecified)	1	14	6	4	-27	-1.0	2	17	0	-9
Cc1c(Cl)cccc1NC(=O)CC1Sc2ccccc2NC1=O (stereo unspecified)	-3	-7	20	-2	1	-7.4	-5	4	-2	3
COc1ccc(NS(=O)(=O)c2ccc(Cl)c(NC(=O)c3cccnc3Cl)c2)cc1	-3	-5	31	4	5	-4.3	-3	10	3	1
O=C(N/N=C/c1sc(N2CCOCC2)nc1-c1ccccc1)c1ccccc1Cl	0	-49	3	-2	14	-0.1	-4	-13	1	-4
O=C(NCc1ccc(Cl)s1)C1CCC(=O)N(CCc2cccc(F)c2)C1 (stereo unspecified)	-4	-52	15	-6	18	-0.3	-5	7	2	4
COc1ccc(C2=NOC(Cn3c(Cc4ccc(Cl)cc4)nc4c3c(=O)n(C)c(=O)n4C)C2)cc1 (stereo unspecified)	0	-16	23	0	37	0.1	9	10	3	0

Source: PubChem BioAssay
